High-throughput results as filed in PubChem.
S3 lipid droplet – qHTS Assay for Lipid Storage Modulators in Drosophila S3 Cells. Drosophila S3 cells, BODIPY lipid droplet fluorescence, 18-24 h; cells fed with added oleic acid. 320,000 tested, 0.64% active. Potency in µM for hits, for the others lipid storage change, negative = inhibition, % at the top dose, mostly 46.1 µM; active = well fitted inhibition curve with a large enough effect in the signal ratio, with a control signal flat, not every such curve was filed as active; inconclusive = small, poorly fitted or top-dose-only effect, or effect the other way, or a change in a side signal; the % refers to the signal ratio
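Drosophila S3 cells got compounds at several concentrations plus oleic acid (400 uM solution). Laser-scanning cytometry with 488 nm excitation read lipid droplets at 500-530 nm and cells at 575-640 nm. Percent activity was relative to 20 uM Triacsin C.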
S3 lipid droplet cell count max – second read-out of S3 lipid droplet, no call of its own (marks repeat the call); cell number change, %; measured here: cell count max response;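 cells counted by Cell Tracker Red CMTPX staining in the red channel; peak over a dose series mostly up to 46.1 µM; percent activity relative to internal control wells on each plate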
* = called active by the depositor. % is scaled to controls: 0 for no effect and ±100 for the full control effect; potency is read from the fitted curve at half-maximal effect. An excerpt; the hit share may differ from the screen's.

`COc1cc(/C=N/NC(=O)c2nc3ccccn3c2C)cc(OC)c1O` gave S3 lipid droplet -6.4% and S3 lipid droplet cell count max 9.0.
COCCCN1C(=O)C2C(C(=O)Nc3cc(C)cc(C)c3)C3C=CC2(O3)C1C(=O)NC1CCCCC1 (stereo not given) was read as S3 lipid droplet inconclusive.
For Oc1ccc(Nc2nc(NCC3CCCO3)c3ccccc3n2)cc1 (stereo not given) the results were S3 lipid droplet 20.5% and S3 lipid droplet cell count max -8.1.
`CCCNC(=O)N(CCOC)CC1CCCN(C2Cc3ccccc3C2)C1` (stereo not given) gave S3 lipid droplet inconclusive.
`Cn1nnc2c[n+](CC(=O)c3ccc(Cl)cc3)cc(Br)c21` gave S3 lipid droplet inconclusive.
Screening CC1CCN(CCCNC(=O)C2CC(=O)N(CCc3ccccc3)C2)CC1 (stereo not given) returned S3 lipid droplet inconclusive.
For CCOC(=O)c1sc2nc(CC(C)C)c3c(c2c1N)CCC3 the results were S3 lipid droplet inconclusive.
`O=C(c1ccc2c(c1)OCO2)C1CCCN(Cc2c(F)ccc(F)c2F)C1` (stereo not given) gave S3 lipid droplet inconclusive.
For O=C(O)CN1CCCCC1 the results were S3 lipid droplet 29.0% and S3 lipid droplet cell count max -2.0.
For Cc1cc(=O)n2ccsc2n1 the results were S3 lipid droplet 13.6% and S3 lipid droplet cell count max 3.2.
For CN(CC(=O)Nc1ccccc1C(F)(F)F)C(=O)c1cc2c(s1)CCCCC2 the results were S3 lipid droplet inconclusive.
Screening CC1CCCCC1NC(=O)Cn1cc([N+](=O)[O-])ccc1=O (stereo not given) returned S3 lipid droplet inconclusive.
`O=C1C2CCCN2C(c2ccc(Cl)cc2)N1c1nccs1` (stereo not given) gave S3 lipid droplet 4.0% and S3 lipid droplet cell count max -14.3.
`CC1CN(C(=S)SCC(=O)c2ccc(Cl)cc2)CC(C)O1` (stereo not given) gave S3 lipid droplet -14.2% and S3 lipid droplet cell count max -3.4.
`Cc1ccccc1-n1nnnc1SCC(=O)NCC1CCCO1` (stereo not given) gave S3 lipid droplet 4.6% and S3 lipid droplet cell count max -7.6.
Cc1ccc2nc(Cl)c(C3CC(c4cccs4)=NN3S(C)(=O)=O)cc2c1 (stereo not given) was read as S3 lipid droplet inconclusive.
Screening COC(=O)C1C(=O)NCC1c1ccccc1 (stereo not given) returned S3 lipid droplet inconclusive.
Screening CN(CCCC(=O)NCc1ccco1)S(=O)(=O)c1ccccc1 returned S3 lipid droplet inconclusive.
For COc1c(Cl)cc(Cl)cc1/C=C/C(=O)c1ccc(NC(=O)c2cccs2)cc1 the results were S3 lipid droplet inconclusive.
For C=CCc1cc(Cl)ccc1OCCN1CC(C)OC(C)C1 (stereo not given) the results were S3 lipid droplet -6.0% and S3 lipid droplet cell count max -14.3.
Screening CCOc1cc(C(=S)N2CCCCC2)ccc1OCC(=O)NCc1ccccc1 returned S3 lipid droplet inconclusive.
Screening Cn1c(CCc2ccccc2)nnc1SCC(N)=O returned S3 lipid droplet -3.2% and S3 lipid droplet cell count max 13.5.
Screening CCCC(CCC(=O)NC1CCCCC1)C(=O)O (stereo not given) returned S3 lipid droplet inconclusive.
`CC(C)S(=O)(=O)c1csc(NC(=O)Nc2cc(Cl)ccc2Cl)c1Cl` gave S3 lipid droplet inconclusive.
CC(C)(C)c1ccc(NC(=S)NCCc2ccccn2)cc1 was read as S3 lipid droplet -8.5% and S3 lipid droplet cell count max 5.0.
CNS(=O)(=O)c1cc(NC(=O)CCCNC(=O)c2ccc(Cl)cc2)ccc1C was read as S3 lipid droplet inconclusive.
`O=C(Nc1cc(C(F)(F)F)ccc1Cl)c1cc2nc3c(c(C(F)(F)F)n2n1)CCCC3` gave S3 lipid droplet inactive.
Cc1cc(=O)[nH]c(SCC2COC3(CCCCC3)O2)n1 (stereo not given) was read as S3 lipid droplet inconclusive.
For Cc1cc(C)nc(N(C#N)Cc2ccc(Br)cc2)n1 the results were S3 lipid droplet inconclusive.
For Cc1ccc(/C=N/NC(=O)c2cc(C3CC3)nc3ccccc23)o1 the results were S3 lipid droplet inconclusive.
For COc1ccc(Oc2cc(NN3CCCCC3)c([N+](=O)[O-])cc2[N+](=O)[O-])cc1OC the results were S3 lipid droplet inconclusive.
`Cc1ccc(NC(=S)N2CCSC2c2cccs2)cc1` (stereo not given) gave S3 lipid droplet 8.7%.
For CC(C)(C)c1ccc(/C=C/C(=O)Nc2nncs2)cc1 the results were S3 lipid droplet 6.3%.
Screening O=C(/C=C/c1cccnc1)c1ccc(F)c(F)c1 returned S3 lipid droplet inconclusive.
Screening CC1/C(=N/O)CC(c2ccccc2)N(C)C1c1ccccc1 (stereo not given) returned S3 lipid droplet -4.3% and S3 lipid droplet cell count max -26.0.
For Cc1c(CN2CCCCC2C)c(=O)n(-c2ccccc2)n1C (stereo not given) the results were S3 lipid droplet 1.8% and S3 lipid droplet cell count max -2.8.
Cc1ccc(CNC(=O)c2oc3ccc(S(=O)(=O)N4CCC5(CC4)OCCO5)cc3c2C)cc1 was read as S3 lipid droplet inactive.
`CCOC(=O)N1CCC(N(CCCOC)C(=O)Nc2ccc(CC)cc2)CC1` gave S3 lipid droplet inconclusive.
Screening COc1ccccc1-c1noc(COC(=O)c2ccc(Br)o2)n1 returned S3 lipid droplet inconclusive.
For COc1ccc(/C(C)=N/Nc2cc(C(F)(F)F)ccc2Cl)c(OC)c1 the results were S3 lipid droplet 6.5% and S3 lipid droplet cell count max -9.6.
`Cc1c(Cl)ccc2c(C(=O)NCCCn3nccc3C)cc(-c3ccccn3)nc12` gave S3 lipid droplet 5.3% and S3 lipid droplet cell count max -6.0.
`Cc1ccc(NC(=S)N=Nc2c(O)[nH]c3ccccc23)cc1` gave S3 lipid droplet inconclusive.
For CC(NC(=O)c1cccs1)C(c1cccs1)N1CCOCC1 (stereo not given) the results were S3 lipid droplet -6.9% and S3 lipid droplet cell count max -2.1.
Screening O=C(Nc1ccccc1-c1nnc(SCc2ccc(Cl)cc2Cl)o1)c1ccccc1 returned S3 lipid droplet 19.1% and S3 lipid droplet cell count max 21.8.
`CC(Oc1ccccc1)C(=O)NNC(=O)c1cccs1` (stereo not given) gave S3 lipid droplet -0.3% and S3 lipid droplet cell count max 5.0.
Screening O=C(CSc1nnc(-c2ccc3c(c2)OCO3)o1)Nc1ncc(Cl)cc1Cl returned S3 lipid droplet inconclusive.
For CCCS(=O)(=O)N1CCCC(C(=O)NC(C)c2ccc3c(c2)OCCO3)C1 (stereo not given) the results were S3 lipid droplet 23.5%.
`O=C(COC(=O)CCCOc1ccc(Cl)cc1Cl)NCc1ccc(F)cc1` gave S3 lipid droplet inconclusive.
COc1ccc(NC(C)=O)cc1S(=O)(=O)Nc1ccc(OCc2ccccc2)cc1 was read as S3 lipid droplet inactive and S3 lipid droplet cell count max -6.4.
Screening O=C1N(Cc2ccc3c(c2)OCO3)c2ccccc2C1(O)c1c[nH]c2ccccc12 (stereo not given) returned S3 lipid droplet inconclusive.
`Cc1cccc(C(=O)NNC(=O)c2ccc(NC(=O)C(C)(C)C)cc2)c1` gave S3 lipid droplet -8.7% and S3 lipid droplet cell count max 4.7.
Screening Clc1ccccc1OCCCn1ccnc1 returned S3 lipid droplet 21.9% and S3 lipid droplet cell count max -0.8.
CCOc1ccc(C(C)NC(=O)Nc2ccc(F)cc2F)cc1 (stereo not given) was read as S3 lipid droplet 13.9% and S3 lipid droplet cell count max 25.0.
For COc1ccc(NC(=O)CSc2nnc(C3CCCCC3)n2N)c(OC)c1 the results were S3 lipid droplet inconclusive.
Screening O=C(CSc1cccc[n+]1[O-])Nc1ccccc1Oc1ccccc1 returned S3 lipid droplet inconclusive.
NC(=O)c1cc(-c2ccccc2)nc2ccc(Br)cc12 was read as S3 lipid droplet 0.0% and S3 lipid droplet cell count max 7.7.
`C#CCNC(=O)C1=C[C@H](c2cn(C(C)=O)c3ccccc23)[C@@H](CCCO)[C@H](OCC)O1` gave S3 lipid droplet -10.7% and S3 lipid droplet cell count max 6.5.
Screening CC1CCN(S(=O)(=O)c2ccc3c(c2)N(CC(=O)NCc2cccnc2)C(=O)CS3)CC1 returned S3 lipid droplet inconclusive.
COc1ccc2nc3sc(C(=O)N4CCN(C)CC4)cc3cc2c1 was read as S3 lipid droplet inactive and S3 lipid droplet cell count max 9.7.
`O=C(N/N=C/c1ccccc1C(=O)O)C(=O)N1CCCCC1` gave S3 lipid droplet inactive.

Grouped by structure: the entries above with a CF3 group (3)
For CN(CC(=O)Nc1ccccc1C(F)(F)F)C(=O)c1cc2c(s1)CCCCC2 the results were S3 lipid droplet inconclusive.
`O=C(Nc1cc(C(F)(F)F)ccc1Cl)c1cc2nc3c(c(C(F)(F)F)n2n1)CCCC3` gave S3 lipid droplet inactive.
For COc1ccc(/C(C)=N/Nc2cc(C(F)(F)F)ccc2Cl)c(OC)c1 the results were S3 lipid droplet 6.5% and S3 lipid droplet cell count max -9.6.

The main list resumes; the five compounds before the break are reprinted first.
NC(=O)c1cc(-c2ccccc2)nc2ccc(Br)cc12 was read as S3 lipid droplet 0.0% and S3 lipid droplet cell count max 7.7.
`C#CCNC(=O)C1=C[C@H](c2cn(C(C)=O)c3ccccc23)[C@@H](CCCO)[C@H](OCC)O1` gave S3 lipid droplet -10.7% and S3 lipid droplet cell count max 6.5.
Screening CC1CCN(S(=O)(=O)c2ccc3c(c2)N(CC(=O)NCc2cccnc2)C(=O)CS3)CC1 returned S3 lipid droplet inconclusive.
COc1ccc2nc3sc(C(=O)N4CCN(C)CC4)cc3cc2c1 was read as S3 lipid droplet inactive and S3 lipid droplet cell count max 9.7.
`O=C(N/N=C/c1ccccc1C(=O)O)C(=O)N1CCCCC1` gave S3 lipid droplet inactive.
Cc1ccc(SCc2nn(C)c(Cl)c2C=O)cc1 was read as S3 lipid droplet inconclusive.
Screening O=S(=O)(Nc1ccc(Cl)c(Cl)c1)N1CCOCC1 returned S3 lipid droplet inactive and S3 lipid droplet cell count max -3.3.
`CC(O)c1ccc2c(c1)OCCOCCN(C)CCOCCO2` (stereo not given) gave S3 lipid droplet inconclusive.
Screening CCSCc1nnc(SCC(=O)Nc2cccc(C(C)=O)c2)n1C returned S3 lipid droplet -0.1%.
Screening CCOC(=O)c1cnc2c(ccc3ccccc32)c1NCCCN(C)C returned S3 lipid droplet inactive and S3 lipid droplet cell count max -12.2.
`CCOc1ccc(NC(=O)CN(C)C(=O)c2ccc3nc(CC)c(CC)nc3c2)cc1OCC` gave S3 lipid droplet inactive and S3 lipid droplet cell count max -19.2.
Screening O=C(NCCN1C(=O)S/C(=C\c2ccccc2F)C1=O)C1CC(=O)N(Cc2ccccc2)C1 (stereo not given) returned S3 lipid droplet inconclusive.
`CSc1cccc(NC(=O)c2cnccn2)c1` gave S3 lipid droplet inactive and S3 lipid droplet cell count max 27.9.
Screening CCCC(=O)N(c1ccc2oc(=O)sc2c1)S(=O)(=O)c1ccccc1 returned S3 lipid droplet inconclusive.
CC(OC(=O)CCc1c[nH]c2ccccc12)C(=O)c1ccccc1 (stereo not given) was read as S3 lipid droplet 19.5% and S3 lipid droplet cell count max 9.1.
O=C(CN1CCN(S(=O)(=O)c2ccc(Br)cc2)CC1)N/N=C/c1ccc(Br)s1 was read as S3 lipid droplet 5.4% and S3 lipid droplet cell count max -14.3.
Screening O=C(NC(=S)Nc1ccccc1F)c1ccc(Br)o1 returned S3 lipid droplet 12.3% and S3 lipid droplet cell count max 16.3.
Screening Cc1c(C(=O)OCC(=O)NCc2ccc3c(c2)OCO3)cccc1[N+](=O)[O-] returned S3 lipid droplet inconclusive.
`COc1ccc(C2C(Oc3ccccc3C)C(=O)N2Cc2ccc(F)cc2)cc1OC` (stereo not given) gave S3 lipid droplet inconclusive.
`C/C(N)=C(/C#N)C(=O)CSc1ccc2c(c1)OCCO2` gave S3 lipid droplet 14.7% and S3 lipid droplet cell count max 9.3.
Screening O=S1(=O)[C@H]2C[C@@H]3C=C[C@@]2(CN1Cc1ccc(Cl)cc1)O3 returned S3 lipid droplet inactive and S3 lipid droplet cell count max 24.3.
Screening O=C(NCc1ccc2c(c1)OCO2)C1CCCN(S(=O)(=O)c2cccnc2)C1 (stereo not given) returned S3 lipid droplet 10.6% and S3 lipid droplet cell count max 9.6.
For Cc1ccc(C(=O)N/C(=C\c2cccs2)C(=O)N2CCCCCC2)cc1 the results were S3 lipid droplet 15.4% and S3 lipid droplet cell count max 15.8.
Screening Fc1ccc(NC(=S)N2CCCCC2)cc1 returned S3 lipid droplet -5.4% and S3 lipid droplet cell count max 15.0.
Cc1ccc(N2CCN(/N=C/c3cccs3)CC2)cc1 was read as S3 lipid droplet 10.3% and S3 lipid droplet cell count max -72.2.
Screening O=C(Nc1cccc(O)c1)c1ccc([N+](=O)[O-])cc1Cl returned S3 lipid droplet 4.2% and S3 lipid droplet cell count max 11.6.
`COc1c(C(=O)N2CCCC2)ccc2ccccc12` gave S3 lipid droplet inconclusive.
Screening CCOC(=O)C1(O)CSc2nc3sc(C(=O)O)c(C)c3c(=O)n21 (stereo not given) returned S3 lipid droplet inconclusive.
`CCc1cc(C(=O)OC)c(NC(=O)c2cc(Br)cs2)s1` gave S3 lipid droplet inconclusive.
Screening O=C(COc1ccccc1)NCC(=O)N/N=C/c1ccccc1 returned S3 lipid droplet inconclusive.
For CC(O)C(NC=C1C(=O)OC(C)(C)OC1=O)C(=O)O (stereo not given) the results were S3 lipid droplet -1.4% and S3 lipid droplet cell count max -19.8.
`COCc1cc(C)nc(Nc2ccccc2C)c1C#N` gave S3 lipid droplet inconclusive.

For convenience, 2 of the compounds above.
`COc1cc(/C=N/NC(=O)c2nc3ccccn3c2C)cc(OC)c1O` gave S3 lipid droplet -6.4% and S3 lipid droplet cell count max 9.0.
COCCCN1C(=O)C2C(C(=O)Nc3cc(C)cc(C)c3)C3C=CC2(O3)C1C(=O)NC1CCCCC1 (stereo not given) was read as S3 lipid droplet inconclusive.
